Source: PubChem
PKA-R2B activ = activators of PKA-R2B holoenzyme, primary screen, biochemical, fluorescence polarization, Cy5-IP20, human; 340,000 tested, 0.079% active; cAMP-dependent protein kinase catalytic subunit beta (Homo sapiens) + cAMP-dependent …; PKA-R2B holoenzyme dissociation; R2B truncated from residue 108, S112A mutant; 0% DMSO only, 100% 113 µM cGMP; activation, % at 11.4 µM;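 active = activation above a cutoff set at the mean over all compounds plus 3 SD, cut at about 18% in these data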;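 note: higher means more holoenzyme dissociation and a rise in polarization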
Target sequence (P31323 whole entry, looked up, other chains not shown, the tested form may be a part): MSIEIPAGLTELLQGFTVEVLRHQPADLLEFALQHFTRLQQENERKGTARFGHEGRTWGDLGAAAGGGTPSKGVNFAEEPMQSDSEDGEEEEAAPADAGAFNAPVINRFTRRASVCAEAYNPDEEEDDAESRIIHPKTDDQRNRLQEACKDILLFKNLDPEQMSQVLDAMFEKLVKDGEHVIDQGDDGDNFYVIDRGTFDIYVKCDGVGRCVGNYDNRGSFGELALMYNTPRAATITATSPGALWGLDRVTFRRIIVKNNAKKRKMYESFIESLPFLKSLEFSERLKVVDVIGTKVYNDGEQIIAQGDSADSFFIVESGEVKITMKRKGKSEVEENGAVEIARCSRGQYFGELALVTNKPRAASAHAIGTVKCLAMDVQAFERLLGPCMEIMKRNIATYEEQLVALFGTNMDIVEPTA
PfHsp90 yeast 2 = growth inhibition of PfHsp90-expressing yeast, primary screen, antimalarial PfHsp90 inhibitor project, S. cerevisiae, BacTiter-Glo luminescence, single point, set 2. BacTiter-Glo ATP, 48 h; yeast lacking PDR1 and PDR3 efflux regulators. inhibition, % at 9.4 µM. 310,000 tested, 0.32% active;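 active = every replicate shows inhibition above about 80%, whatever the replicate mean, limit read from the data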;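 note: 0% = DMSO neutral controls and 100% = 20 µM radicicol positive controls; yeast relying on Plasmodium falciparum Hsp90 in place of its own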
AddAB inh = growth inhibition of E. coli expressing H. pylori AddAB, primary screen, AddAB inhibitor project, absorbance; inhibition, % at 11.9 µM; 330,000 tested, 0.29% active; AID 435030, 2010; in the data active = inhibition above about 12%;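 note: 0% = vehicle wells of infected cells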
MOR-DOR ag = agonists of OPRM1-OPRD1 heterodimerization, primary screen, cell-based, luminescence. cells. activation, % at 9.3 µM. 340,000 tested, 0.3% active. AID 504326, 2011; in the data active = activation above about 18%;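 note: 0% = vehicle-treated cells and 100% = reference agonist; values of inactives mirror those of a sister screen read the other way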
phage Ecoli inh = growth loss of phage-infected E. coli, primary screen, RecBCD inhibitor project, absorbance, with phage, HTS | AID 651602, 2012 | inhibition, % at 11.9 µM | 360,000 tested, 0.26% active; in the data active = inhibition above about 11%
SUMO Mot1 rescue = yeast Mot1-301 growth rescue at high temperature, primary screen, SUMOylation pathway inhibitor project, S. cerevisiae, ATP luminescence, 38.5C; S. cerevisiae Mot1-301 growth rescue; percent above DMSO median, 100 means doubled; 320,000 tested, 1% active; AID 2716, 2010; growth rescue, % at 18.8 µM;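 active = every valid replicate shows activation above 250% relative to neutral control wells; inactive = the rest, any valid replicate at or below 250%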;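 note: OY570 slx delta 5 strain wells were the positive control but not used for scaling; some compounds called inactive have numbers as strong as hits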
E coli growth = E. coli V3065 growth inhibition, primary screen, counter-screen for AddAB inhibitor project, absorbance, OD600; 330,000 tested, 0.27% active; inhibition, % at 11.9 µM; 18 h; AID 449728, 2010;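 active = inhibition above the campaign's mean inhibition across all tested compounds plus 3 SD, cut at about 9.9% in these data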;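 note: uninfected addAB+ strain grown without phage in ampicillin broth; 0% = DMSO wells and 100% = ciprofloxacin 0.95 µg/ml wells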
MOR-DOR inv ag = inverse agonists of MOR-DOR heterodimerization, primary screen, cell-based, luminescence | cell-based MOR-DOR heterodimer luminescence, inverse agonism | inhibition, % at 9.3 µM | 340,000 tested, 0.21% active | AID 504357, 2011; in the data active = inhibition above about 22%, passing the limit was not always enough;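 note: 0% = cells with DMSO and 100% = wells without cells with DMSO; values of inactives mirror those of a sister screen read the other way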
Tat transport = E. coli Tat export inhibitors, primary screen, MC4100, TorA-mCherry reporter, fluorescence, single point; inhibition, % at 10 µM; 340,000 tested, 0.036% active; AID 488895, 2010;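 active = mean replicate inhibition at least 50% and at least half of replicates individually reaching 50%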;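 note: exported cargo escapes ClpAP degradation while cytoplasmic cargo is degraded and loses fluorescence; 0% = median of neutral control wells and 100% = median of NaSCN control wells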
PKA-R1A act = activators of PKA-R1A holoenzyme, primary screen, biochemical, fluorescence polarization, Cy5-IP20, bovine R1A, mouse PKAc; activation, % at 11.4 µM; PKA-R1A dissociation; scaled: DMSO 0%, 113 µM cGMP 100%; AID 504707, 2011; cAMP-dependent protein kinase type I-alpha regulatory subunit (Bos taurus) + …; 340,000 tested, 0.083% active;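 active = percent activation above the mean of all tested compounds plus 3 SD, cut at about 19% in these data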;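 note: higher means more PKAc released from R1A so a rise in polarization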
HTR5A inv ag = HTR5A inverse agonists in luminescence cell assay, primary screen, counter-screen for OPRM1-OPRD1 heterodimer inverse agonist project, full-deck HTS. HTR5A cell line, inverse agonism. inhibition, % at 9.3 µM. 340,000 tested, 0.083% active. AID 504634, 2011; in the data active = inhibition mostly above about 23%, no sharp cut-off; inactive = mostly below about 18%;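 note: 0% = cells with DMSO and 100% = no-cell wells with DMSO; some compounds called inactive have numbers as strong as hits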
Target sequence (P47898 whole entry, looked up): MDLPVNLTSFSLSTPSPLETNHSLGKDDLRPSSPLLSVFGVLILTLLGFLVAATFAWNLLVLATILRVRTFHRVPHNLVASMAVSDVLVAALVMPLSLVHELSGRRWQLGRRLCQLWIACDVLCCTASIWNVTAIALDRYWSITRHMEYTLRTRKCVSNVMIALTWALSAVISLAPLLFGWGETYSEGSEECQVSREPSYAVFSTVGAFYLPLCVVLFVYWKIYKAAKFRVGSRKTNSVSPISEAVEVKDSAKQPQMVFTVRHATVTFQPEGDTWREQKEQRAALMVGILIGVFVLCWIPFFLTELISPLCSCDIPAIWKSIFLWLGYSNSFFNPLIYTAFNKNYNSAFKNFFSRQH
Active calls of the source: *; · = not tested or not shown.

Below each SMILES: PKA-R2B activ	PfHsp90 yeast 2	AddAB inh	MOR-DOR ag	phage Ecoli inh	SUMO Mot1 rescue	E coli growth	MOR-DOR inv ag	Tat transport	PKA-R1A act	HTR5A inv ag
1) COc1ccc(NC(=O)c2c(C(F)(F)F)nn(C)c2SCc2ccccc2)cc1
  -7	-1	1.8	-3.2	0.6	14	0.8	15	20	-2	10
2) COC(=O)c1ccc(CN2CCC(Oc3cccc(C(=O)N4CCOCC4)c3)CC2)cc1
  -8	-12	2.8	-0.4	1.4	-35	-0.2	2	0	4	0
3) CCOc1ccc(NC(=S)Nc2ccc(OCC)cc2)cc1
  -5	9	4.8	-1.4	3.2	-4	-1.9	6	4	-14	3
4) CCc1cccc(NC(=O)CSCc2cc(=O)[nH][nH]2)c1
  11	·	1.5	-3.5	3.1	-12	0.8	19	4	-3	-5
5) Cc1cc2oc(=O)cc(C)c2cc1NC(=O)CCC(=O)O
  -1	5	1.4	-1.3	2.8	33	-2.1	8	1	-5	-10
6) Cn1cc(S(=O)(=O)N2CCN(c3cccc(Cl)c3)CC2)c(=O)n(C)c1=O
  -7	-11	-0.8	-0.5	5.6	-10	-0.3	3	-1	-2	-5
7) Cc1ccc(S(=O)(=O)N2CCCC(C(=O)NCC3COCCO3)C2)cc1 (centres undefined)
  2	12	0.5	-0.1	1.2	-5	2.2	1	0	12	-3
8) CCN(CC)C(=O)c1[nH]cnc1C(=O)N[C@@H](Cc1ccccc1)C(=O)OCc1ccccc1
  -22	7	-1.0	3.3	1.7	-9	-1.0	-19	-2	-2	-14
9) CCCCN(C(=O)/C=C/c1ccccc1)C1CCS(=O)(=O)C1 (centres undefined)
  -1	-1	-0.9	-2.8	4.5	-2	-1.6	15	-1	6	-7
10) CC(NC(=O)c1ccc(Br)cc1Br)c1ccccc1 (centres undefined)
  ·	6	-1.5	·	2.5	12	-0.6	·	2	·	·

Next entries follow:
Below each SMILES: PKA-R2B activ	PfHsp90 yeast 2	AddAB inh	MOR-DOR ag	phage Ecoli inh	SUMO Mot1 rescue	E coli growth	MOR-DOR inv ag	Tat transport	PKA-R1A act	HTR5A inv ag
11) CC1=C(C)C(=O)N(c2ccc(C(=O)O)cc2)C1=O
  -12	-5	-2.4	-2.2	3.3	2	-1.2	12	-6	7	-4
12) Cc1c(C(=O)N2CCCCCC2)c(S(=O)(=O)Nc2ccc(F)cc2)c(C)n1C
  13	-10	3.9	-1.5	1.5	-10	0.7	8	-1	6	6
13) CC(C)N1C(=O)c2ccccc2N(Cc2ccccc2)S1(=O)=O
  -16	-1	4.0	2.6	-2.1	94	2.0	-13	4	3	12
14) COc1ccc(-c2ccc(SCC(=O)c3cccs3)nn2)cc1OC
  -3	6	5.1	1.8	4.1	-19	-2.0	-9	9	6	12
15) COc1ccc2[nH]c3c(=O)n(CCCC(=O)NC4CCCCC4C)c(=S)[nH]c3c2c1 (centres undefined)
  1	9	3.9	0.2	3.0	3	-0.8	-1	-7	1	-27
16) Cc1ccc(S(=O)(=O)n2nc(OC(=O)c3ccccc3C)cc2N)cc1
  -6	7	2.0	1.1	1.3	16	-1.3	-8	35	-2	-17
17) COc1ccc(/C=c2\s/c(=C/C(=O)c3ccc(C)cc3)[nH]c2=O)c(OC)c1
  7	9	-3.1	-1.3	-0.9	9	-2.5	7	-2	-27	-12
18) Cc1cc(C(=O)N/N=C/c2ccc[nH]2)n[nH]1
  -11	3	0.2	2.8	4.1	-3	2.2	-20	-1	-10	13
19) O=C(N/N=C/c1cc(Br)c(Br)o1)c1cccnc1
  -12	4	2.8	-0.5	1.6	-6	2.6	3	-3	-3	9
20) CSc1ncc2[nH]c(C(O)c3ccccc3)nc2n1 (centres undefined)
  -1	1	·	2.3	1.5	·	·	-12	-3	4	-3

2 records picked at random from the list so far, as already listed:
Below each SMILES: PKA-R2B activ	PfHsp90 yeast 2	AddAB inh	MOR-DOR ag	phage Ecoli inh	SUMO Mot1 rescue	E coli growth	MOR-DOR inv ag	Tat transport	PKA-R1A act	HTR5A inv ag
12) Cc1c(C(=O)N2CCCCCC2)c(S(=O)(=O)Nc2ccc(F)cc2)c(C)n1C
  13	-10	3.9	-1.5	1.5	-10	0.7	8	-1	6	6
19) O=C(N/N=C/c1cc(Br)c(Br)o1)c1cccnc1
  -12	4	2.8	-0.5	1.6	-6	2.6	3	-3	-3	9

(further entries)
Below each SMILES: PKA-R2B activ	PfHsp90 yeast 2	AddAB inh	MOR-DOR ag	phage Ecoli inh	SUMO Mot1 rescue	E coli growth	MOR-DOR inv ag	Tat transport	PKA-R1A act	HTR5A inv ag
21) Cc1ccc(N2CN(Cc3ccco3)CNC2=S)c(C)c1
  10	-16	1.7	-1.3	2.8	-9	2.6	8	-2	1	-8
22) O=C(NC1CCCC1)C1CCC(CNS(=O)(=O)c2ccc(F)cc2)CC1 (centres undefined)
  4	21	2.9	-1.3	1.6	2	-1.6	7	-7	-1	-14
23) COc1ccc(C(=O)N2CCc3ccc(NC(=O)c4ccccn4)cc3C2)cc1F
  3	10	·	-2.2	1.4	·	·	11	5	-3	13
24) Cn1cc(CNC(=O)C2CCC(=O)N(Cc3cccc(C(F)(F)F)c3)C2)cn1 (centres undefined)
  15	13	·	-3.7	2.1	-13	·	19	4	-1	-3
25) N#Cc1c(Cc2cccc3ccccc23)nn(CCO)c1N
  -2	-5	1.9	1.4	2.4	-7	0.3	-7	1	2	-30
26) Cc1c(Cl)cccc1NC(=O)NCc1ccc(F)cc1
  2	4	2.6	0.2	4.7	0	0.1	-1	-4	-5	23
27) COC(=O)N/N=C/c1cc(N=Nc2ccccc2Cl)ccc1O
  6	-15	7.8	-2.2	2.2	113	1.0	11	-3	10	25
28) Clc1c(-c2nnc3n2CCCCC3)sc2ccccc12
  3	7	0.7	-0.1	4.0	·	-1.4	1	4	-7	7
29) CC(=C/c1ccccc1)/C=N/n1c(-c2ccncc2)n[nH]c1=S
  2	14	2.4	-2.2	1.4	10	0.4	11	-5	6	8
30) C=CCNC(=O)COc1c(C)ccc(C)c1C
  -5	·	2.4	4.5	1.6	3	0.6	-22	5	-6	-4

Next records:
Below each SMILES: PKA-R2B activ	PfHsp90 yeast 2	AddAB inh	MOR-DOR ag	phage Ecoli inh	SUMO Mot1 rescue	E coli growth	MOR-DOR inv ag	Tat transport	PKA-R1A act	HTR5A inv ag
31) CC1(C)C=C(c2ccc(C=O)s2)CC(C)(C)N1
  2	-15	2.2	-0.6	-0.9	0	-0.2	3	3	-18	4
32) Cc1nc2c(sc(=S)n2Cc2ccco2)c(=O)n1CC(=O)Nc1ccccc1
  0	22	0.0	2.5	1.3	-6	3.5	-13	1	10	-2
33) CCCCn1c(N)c(N(CC(C)C)C(=O)Cn2c(=O)oc3ccccc32)c(=O)[nH]c1=O
  -6	-8	0.2	0.3	2.4	152	-0.4	-2	0	1	11
34) Cc1cc(OCC(=O)OCC(=O)NCc2ccco2)ccc1Cl
  2	-1	-0.5	-1.1	-0.5	8	1.9	7	-10	-3	-10
35) CCC(C)(C)c1nnc(NC(=O)c2cccc([N+](=O)[O-])c2)s1
  -8	9	0.9	1.3	4.1	-6	0.2	-9	0	-7	-8
36) Cn1nccc1C(=O)OCC(=O)Nc1cccc(Cl)c1
  -23	-36	2.8	-2.5	8.5	-1	1.6	10	3	4	-5
37) COc1ccc(NC(=O)C2CCC(CNc3c(N4CCOCC4)c(=O)c3=O)CC2)cc1Cl (centres undefined)
  -6	7	-0.2	-2.5	-0.6	-6	-0.1	14	6	2	8
38) COc1ccccc1C(=O)NC(=O)COC(=O)c1ccc(Cl)cc1[N+](=O)[O-]
  -7	-3	1.7	4.1	1.5	-17	1.7	-26	-14	-14	2
39) Cc1ccc(OCC(=O)NNC(=O)Nc2ccc(Cl)cc2)c(Br)c1
  7	-6	1.1	7.3	3.1	9	2.0	-39	-2	-11	-8
40) Cc1ccc(NC(=O)c2cncc(Br)c2)nc1
  6	-7	-0.5	-0.1	0.6	-6	-1.5	1	-7	-4	-40

Additional entries
Below each SMILES: PKA-R2B activ	PfHsp90 yeast 2	AddAB inh	MOR-DOR ag	phage Ecoli inh	SUMO Mot1 rescue	E coli growth	MOR-DOR inv ag	Tat transport	PKA-R1A act	HTR5A inv ag
41) O=C(Nc1ccccc1)c1cccnc1Nc1ccccc1
  2	7	1.3	7.2	2.7	-8	1.5	-41	-9	12	-43
42) COc1ccc(C(=O)NCCSCc2ccc(Cl)cc2)cc1OC
  7	2	2.4	-2.2	3.4	-24	0.9	10	4	5	4
43) CCN1CCN(c2ccc(S(=O)(=O)N3CCOCC3)cc2NC(=O)COc2ccc(F)cc2Cl)CC1
  1	-27	2.9	-2.1	-1.0	-3	1.8	12	-5	-3	2
44) O=C(CN1CCC(NC(=O)Nc2ccccc2)CC1)Nc1ccc([N+](=O)[O-])cc1
  1	3	-2.4	-0.1	3.5	-19	-2.6	0	13	-1	10
45) O=C(OC(C(=O)NCc1ccc2c(c1)OCO2)c1ccccc1F)c1ccco1 (centres undefined)
  -2	-48	3.0	-1.7	0.2	0	0.8	11	1	-5	-4
46) CCOC(=O)c1c(C)nn(-c2ccc(NC(=O)CSCC(=O)O)cc2)c1C
  1	-2	5.0	-0.6	0.4	7	-1.0	3	1	-12	-26
47) CCOc1ccc(C(=O)NCC2CCN(CC3CCCCC3)CC2)cc1
  17	-1	·	-1.3	3.1	·	·	6	-19	5	11
48) CCOc1ccc(/C=C(\C#N)C(=O)NCC2CCCO2)cc1OCC (centres undefined)
  0	-24	1.9	-1.3	3.8	-8	-0.3	7	0	2	0
49) Cc1cccc(C)c1NC(=O)CN1CCNCC1
  -7	-4	5.0	-1.4	4.3	-7	-2.7	6	-10	-16	4
50) COc1ccc2oc(C(=O)OCC(=O)N3CCN(C(C)=O)CC3)c(C)c2c1
  -8	2	-1.7	-1.7	5.8	-3	0.0	11	-14	-5	20
51) Cn1nnc(NC(=O)c2cccs2)n1
  -1	-5	1.7	-2.6	1.4	-14	0.9	13	-4	-6	3
